NPY-Y1 PAM-ag – potentiates or activates human NPY-Y1 receptor; P25929; activation, % at 3.6 µM; AID 1304; hit rate 0.37% among 220,000; NPY-Y1 expressing cells, potentiator/agonist activation; in the data active = activation above about 33%, passing the limit was not always enough;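 also: cells stimulated with NPY at EC10 then isoproterenol at EC100; 0% = low agonist plus stimulus and 100% = saturating agonist plus stimulus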
EP2 antag – blocks the human prostaglandin E2 receptor EP2; P43116; C6 glioma cells expressing human EP2, cAMP TR-FRET; cells stimulated with saturating PGE2; inhibition, % at 25 µM; hit rate 0.52% among 260,000;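 active = percent inhibition above 40 after rounding to a whole number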;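 also: rat C6 glioma host cells with rolipram phosphodiesterase inhibitor present; the protocol text gives 20 µM as final concentration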
NPY Y1 blocker – blocks the human neuropeptide Y Y1 receptor; P25929; HEK293-CNG Y1 cells, membrane potential fluorescence; NPY at EC95, then isoproterenol; inhibition, % at 3.6 µM; hit rate 1% among 200,000; AID 1040;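 active = inhibition above the campaign mean inhibition of all tested compounds plus 3 SD, cut at about 20% in these data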;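 also: 0% = DMSO wells given NPY plus isoproterenol and 100% = isoproterenol alone without NPY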
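Material: HEK293 cells with Y1 receptor plus CNG channel; times: compound incubation 1 h at room temperature, readout 45 min post-stimulation; signal: fluorescence, membrane potential probe; read-out basis: fluorescence ratio normalized to % inhibition between controls; benchmarks: full-block control isoproterenol-only wells, zero-block control NPY plus isoproterenol wells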
p97 ATPase inh – blocks human p97 ATPase activity. recombinant p97 ATPase, Kinase-Glo ATP luminescence, 3 h. inhibition, % at 8 µM. hit rate 0.42% among 220,000; in the data active = inhibition above about 15%;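 also: 0% = DMSO vehicle and 100% = wells lacking enzyme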
EP2 modulator – EP2 receptor (human) modulation. P43116. EP2-expressing cells, cAMP HTRF FRET, PGE2 co-stimulation. induction, % at 25 µM. hit rate 0.83% among 260,000. AID 940;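 active = compounds whose cAMP rise, as percent of the full-agonist control response, exceeds 60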;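 also: rat C6 glioma line stably carrying human EP2 under a CMV promoter; the protocol text gives 20 µM as final concentration; 100% = response of wells given 1 µM PGE2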
S1P4 antag – human S1P4 receptor antagonism | S1P4-expressing cells, antagonist mode, reporter read-out | inhibition, % at 4.98 µM | hit rate 0.26% among 220,000 | AID 1510; in the data active = inhibition above about 29%;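 also: 0% = wells stimulated with agonist and 100% = vehicle wells without agonist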
NPY-Y2 PAM-ag – human NPY-Y2 potentiation or agonism, primary screen; hit rate 0.45% among 220,000; cells expressing NPY-Y2, potentiator/agonist read-out; AID 1359; activation, % at 3.6 µM; P49146; in the data active = activation above about 27%;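 also: cells stimulated with NPY near EC25 plus isoproterenol at EC100; 0% = vehicle plus submaximal agonist and 100% = vehicle plus saturating agonist; some results beyond the cut were filed as inactive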
eIF4E 4G PPI – blocks eIF4E binding to eIF4G | P63073+Q04637 | TR-FRET eIF4E-eIF4GI(517-606) binding, 2 h | inhibition, % at 21.7 µM | hit rate 0.37% among 220,000;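 active = inhibition above about 30%, limit read from the data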;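 also: 0% = full FRET control wells and 100% = background wells lacking eIF4GI fragment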
S1P4 ag – agonists of human S1P4 receptor; S1P4-expressing cell line, agonist reporter assay; hit rate 0.35% among 220,000; activation, % at 4.98 µM; O95977; in the data active = activation above about 11%;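 also: 0% = DMSO vehicle and 100% = reference agonist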
* marks the source's active call; other numbers are inactive results; x = not tested or not shown; & = joins results of further samples; [ ] = remark or other dose. Some of the compounds tested; rates above refer to the full screens.

SMILES	NPY-Y1 PAM-ag	EP2 antag	NPY Y1 blocker	p97 ATPase inh	EP2 modulator	S1P4 antag	NPY-Y2 PAM-ag	eIF4E 4G PPI	S1P4 ag
O=[N+]([O-])c1cccc(/C=N/n2c(-c3cccnc3)n[nH]c2=S)c1	-5	3	6	6	23	-4	2	-10	0.1
O=C(CN1CCN(S(=O)(=O)c2ccccc2)CC1)NC(=O)NCc1ccccc1	4	16	-5	1	-6	3	10	-14[fluorescence artefact?]	-3.2
COc1ccc(-n2cnnc2)cc1	21	3	5	2	9	-10	1	3[fluorescence artefact?]	-0.2
O=C(O)c1ccc2c(c1)C(=O)N(c1ccc(/C=C/C(=O)c3ccccc3)cc1)C2=O	10	4	0	5	-34	8	10	9	1.0
CC1CCCCC1NS(=O)(=O)c1ccc(-n2cnnn2)cc1 (stereo unspecified)	-7	8	3	0	-21	-3	7	-2	-1.7
CCOc1ccc(Cl)cc1S(=O)(=O)n1cnc2ccccc21	-1	11	8	0	12	-19	-14	4	2.6
CN(C)c1nc(=Nc2cccc(Cl)c2)ss1	32	5	x	2	10	-5	-7	-7	-0.2
O=C(Nc1ccc(Oc2ccc(C(=O)O)c(C(=O)O)c2)cc1)c1cccs1	7	8	1	5	43	-13	-22	4	0.6
COCCCn1nnnc1SCC(=O)N1CCN(C(=O)c2ccco2)CC1	7	2	-3	-2	20	12	-2	2	0.5
NCCCC(=O)N1c2ccccc2Sc2ccccc21	-20	13&11	1	-10	2&-65	-2	2	-3[fluorescence artefact?]	1.2
COc1cc(/C=C/C(=O)OCC(=O)Nc2cc(S(=O)(=O)N(C)C)ccc2Cl)ccc1O	11	4	x	3	2	-7	-27	-7	0.4
Oc1ccc(NC(=S)N=Nc2c(O)[nH]c3ccc(Br)cc23)cc1	17	46*	-8	21*	-117	-17	12	-4	0.7
COc1ccc(/C=C/C(=O)ONC2=NCCCCC2)cc1OC	-8	3	-1	3	-22	-2	-1	-1	2.0
O=C(COC(=O)c1ccc(O)cc1)Nc1ccccc1-c1ccccc1	-4	4	2	5	-28	-10	-2	-3	-0.9
CCOC(=O)C1CCCN(S(=O)(=O)c2ccc(Br)c(OC)c2)C1 (stereo unspecified)	-2	19	2	0	-2	-8	-2	4	-0.2
c1ccc(C2CN3CCSC3=N2)cc1 (stereo unspecified)	2	12&13	-4	7	4&32	-3	4	4	0.3
CCOC(=O)N1CCC(N2CCCC(C(=O)c3ccc4cc(OC)ccc4c3)C2)CC1 (stereo unspecified)	-16	4	3	-2	-51	-18	-10	4	1.4
COc1c(C)cccc1C(=O)Nc1ccc(N2CCN(S(C)(=O)=O)CC2)cc1	20	8&11	0	3	20&19	-36	3	3[fluorescence artefact?]	1.1
CC1CCCC(NC(=O)COC(=O)c2cc(S(=O)(=O)N3CCCCC3)ccc2N2CCOCC2)C1C (stereo unspecified)	9	9	2	8	11	-19	-7	-1[fluorescence artefact?]	-2.4
CC(=O)NC1=NC(=O)/C(=C/c2cn(C(C)=O)nc2-c2ccccc2)S1	14	11	-4	6	-32	-11	16	0	-1.4
O=C1C2CCCN2C(=O)N1CCCCN1CCN(c2ccc(F)cc2)CC1 (stereo unspecified)	-5	10	0	-1	44	-7	2	4	0.1
O=C1CCCN1CCC1CCN(C2CC(=O)N(c3ccc(F)cc3)C2=O)CC1 (stereo unspecified)	-15	8	4	8	4	5	-2	-4	-3.4
CC(C)CNC(=O)NC(=O)COC(=O)c1cc([N+](=O)[O-])ccc1NCc1ccccc1Cl	8	6	0	4	10	-11	-3	0	-0.2
COc1ccc(Nc2nnc(Cc3ccc(Cl)cc3)c(=O)[nH]2)c(OC)c1	-8	6	10	2	-9	0	-4	11	0.4
CC(=O)Nc1ccc2c(c1)OCCOCCOc1cc(NC(C)=O)ccc1OCCO2	-10	2	x	2	-15	-1	-15	1	-0.2
N#CCOC(=O)c1sccc1-n1cccc1	6	4	-1	0	-2	-12	0	4	1.2
COn1c(C)c(C)c2c3nonc3ccc21	-13	8	x	19*	-31	1	-18	4	-0.3
COc1ccc(Cl)cc1NC(=O)N(C)Cc1c(C)nn(C)c1C	-11	7	-9	1	-3	-16	-11	-3[fluorescence artefact?]	0.2
CCOC(=O)c1c(-c2ccc(C)cc2)csc1NC1=NS(=O)(=O)c2ccccc21	6	7	6	4	34	8	7	14	-0.6
CNc1nc(C)c(C(=O)OCc2ccccc2)s1	-5	10	-5	3	-5	8	2	-12	2.5
NS(=O)(=O)c1ccc(CNC(=O)C23CC4CC(CC(C4)C2)C3)cc1	6	8	-4	-1	6	7	-25	-3	0.1
O=S(=O)(Nc1ccc(Cl)cc1)c1ccc2c(c1)CCO2	20	5	x	-4	-38	-2	15	-1	0.6
CC(C)c1ccc(NC(=S)NCCc2c[nH]c3ccccc23)cc1	11	12	0	7	-5	-5	10	2[fluorescence artefact?]	-1.5
CCOC(=O)c1cc(-c2ccc(C)o2)n[nH]1	-5	8	-2	-2	8	3	-21	0[fluorescence artefact?]	1.1
Cc1cc(C(=O)OCC(=O)NC(C)C)c2ccccc2n1	13	3	x	-1	27	-2	-21	-7	1.2
Cc1ccc(NC2=NCC(=O)N2c2ccc3c(c2)OCCO3)c(C)c1	17	12	8	5	9	-10	15	2[fluorescence artefact?]	0.0
O=C1c2cc(S(=O)(=O)NCCO)ccc2-c2ccc(S(=O)(=O)NCCO)cc21	-10	5	-2	1	16	-1	2	0	0.9
COCCN(C(=O)c1csnn1)C(C(=O)NC1CCCCC1)c1cccs1 (stereo unspecified)	2	11&9	5	2	18&3	-11	-1	4[fluorescence artefact?]	-1.1
N#C/C(=C/c1ccc(C(=O)O)cc1)C(=O)Nc1ccccc1	-9	8	8	-5	-38	-12	0	-2	0.1
Cn1c(SCc2cc(=O)[nH]c3ccccc23)nnc1-c1ccco1	-3	9&2	-1	3	-38&16	-4	8	7[fluorescence artefact?]	0.1
O=C(c1ccccc1)N1CCN(CC#Cc2ccccc2)CC1	11	9	-2	-2	-15	-9	-4	-3	0.8
COc1ccc(CCC(=O)N/N=C\c2cccs2)cc1	-3	1	-6	-2	-12	-5	-6	-1	1.0
O=c1cc(CO)oc(CN2CCN(c3ccccc3F)CC2)c1O	1	19	5	5	0	0	16	-4	-1.7
CC(C)CC(c1nnnn1C1CCCC1)N1CCC(C(N)=O)CC1 (stereo unspecified)	-2	2	6	-4	-13	3	-7	4	-0.6
CCCC(=O)N(c1ccc(OCC)cc1)C1C=CS(=O)(=O)C1 (stereo unspecified)	-4	6	0	1	19	-14	10	-10	-1.5
CC(=O)N(C)c1ccc(NC(=O)Nc2ccccc2C)cc1	19	5	-2	-2	17	-13	18	1	1.1
O=C1CCc2cc(S(=O)(=O)NC(Cc3ccccc3)C(=O)NC3CCCC3)ccc2N1 (stereo unspecified)	5	23	0	-11	10	-35	6	-4	0.4
CC(=O)c1c(C(C)=O)c(C)n(-c2cccc([N+](=O)[O-])c2)c1C	4	3	-1	-1	24	-1	-12	1	-0.5
Cc1cc(C(F)(F)F)n(-c2nc(C(=O)Nc3cccnc3)cs2)n1	-11	6	1	3	10	-6	-5	-5	3.1
O=C1C2C3C=CC([C@@H]2C(=O)N1C1CCCCC1)[C@H]1C(=O)N(C2CCCCC2)C(=O)C31 (stereo partly specified)	-2	8	2	6	10	-1	-8	3	0.5
CN1CCN(c2ccc(Cl)cc2NC(=O)c2cccc(S(=O)(=O)N(C)C)c2)CC1	6	6	-7	1	-27	-20	1	-4[fluorescence artefact?]	-0.4
Cn1c(=NC(=O)COc2ccccc2)sc2ccccc21	-10	4	8	1	-24	-25	-11	-2	2.1
O=C(c1cc2cc([N+](=O)[O-])ccc2s1)N1CCOCC1	-14	10	-4	2	-18	-25	3	6	1.2
COc1ccc(/C=C\C(=O)c2c(O)ccc3c(C)cc(=O)oc23)cc1	-32	12	15	-2	32	2	-26	-36	-0.5
COc1cc(OC)cc(-n2nnnc2SCC(=O)N2CCCc3ccccc32)c1	9	9	-2	4	-25	-16	5	-6	1.1
CC(NC(=O)Cc1ccccc1)C1COc2ccccc2O1 (stereo unspecified)	13	3	1	2	-30	-28	17	0	0.3
O=C(Nc1ccc2c(c1)OCO2)c1ccc(Cl)nc1	-7	12	-4	0	-9	15	0	-5	-3.3
CC(=O)Nc1ccc(S(=O)(=O)N(C2=NCC(C)S2)c2ccccc2)cc1 (stereo unspecified)	2	11	-3	0	7	-3	11	-6[fluorescence artefact?]	-4.8
CCNc1ccc2noc3c2c1C(=O)c1ccccc1-3	72*	16	15	2	40	-20	49*	7[fluorescence artefact?]	0.1
O=C(CCCN1C(=O)/C(=C/c2cccs2)SC1=S)Nc1ccc(O)c(C(=O)O)c1	26	18	2	4	-29	-12	2	-1	2.0
(next part)
SMILES	NPY-Y1 PAM-ag	EP2 antag	NPY Y1 blocker	p97 ATPase inh	EP2 modulator	S1P4 antag	NPY-Y2 PAM-ag	eIF4E 4G PPI	S1P4 ag
O=C(O)c1cccnc1Br	5	17	3	0	23	-1	2	-1	-0.7
Cn1c(=O)c2ncn(CC(=O)N/N=C/C=C/c3ccccc3)c2n(C)c1=O	6	19	5	2	-130	11	14	1	-0.4
NNC(=O)CCc1nc2ccc(O)cc2[nH]1	-21	0	4	-2	10	-13	5	-1	-1.8
COCCOC(=O)c1c(NC(=O)CN2CCOCC2)sc(C(N)=O)c1C	-4	7	-1	-3	10	-20	-14	3	-0.9
Cc1cnn(C(=O)c2oc3ccccc3c2C)c1	-19	9	0	0	3	-4	-11	-3[fluorescence artefact?]	-0.2
CC1(C)CC(=O)C(C=NCCN2CCN(C(=O)c3ccc(F)cc3)CC2)=C(O)C1	11	7	-7	5	2	7	-10	-1	-1.6
CCOC(=O)N1CCC(N(CCCOC)C(=O)Nc2cccc(OC)c2)CC1	26	-4	-2	3	3	-11	1	2	-0.5
Cc1ccc(NC(=O)CCNS(=O)(=O)c2cccc3nonc23)cc1	-9	11	-1	0	7	-12	8	4[fluorescence artefact?]	1.6
N#Cc1ccc(OCC(=O)n2cc(C(=O)c3cc(Cl)cc(Cl)c3O)cn2)cc1	-1	7	x	0	-7	0	-20	-8	1.6
O=C(Nc1cc(C(F)(F)F)cc(C(F)(F)F)c1)Nc1cnn(-c2ccc([N+](=O)[O-])cc2)c1C(F)(F)F	4	-2	x	-10	-33	4	-1	4	-0.5
O=C(NC(Cc1ccccc1)C(=O)O)/C(=C\c1ccccc1F)NC(=O)c1ccccc1 (stereo unspecified)	-1	14	2	5	17	3	0	-1	0.9
O=C1C=CC(=O)N1N(c1ccccc1)c1ccccc1	18	10	2	7	7	-7	0	17	-1.1
Cn1c(NC(=O)c2ccc(S(=O)(=O)N3CCOCC3)cc2)cc(=O)n(C)c1=O	-2	6	-1	9	-8	-6	5	-1	-0.1
COc1ccc(C=C(c2nc3ccccc3s2)c2nc3ccccc3s2)cc1O	-18	20	-6	-3	29	29*	11	-1	1.6

Results in EP2 modulator, S1P4 ag and p97 ATPase inh, for some of the entries so far:
| canonical_smiles | EP2 modulator | S1P4 ag | p97 ATPase inh |
| --- | --- | --- | --- |
| O=C(Nc1cc(C(F)(F)F)cc(C(F)(F)F)c1)Nc1cnn(-c2ccc([N+](=O)[O-])cc2)c1C(F)(F)F | -33 | -0.5 | -10 |
| O=C(NC(Cc1ccccc1)C(=O)O)/C(=C\c1ccccc1F)NC(=O)c1ccccc1 (stereo unspecified) | 17 | 0.9 | 5 |
| O=C1C=CC(=O)N1N(c1ccccc1)c1ccccc1 | 7 | -1.1 | 7 |
| Cn1c(NC(=O)c2ccc(S(=O)(=O)N3CCOCC3)cc2)cc(=O)n(C)c1=O | -8 | -0.1 | 9 |

Source: PubChem BioAssay (several laboratories)
